High-throughput results from PubChem BioAssay.
E-selectin induc: E-selectin induction in HUVECs, primary screen, imaging, HUVEC, immunofluorescence imaging, single point; P16581; normalized: neutral wells 0, TNF-alpha wells 100; activation, % at 7.58 µM; hit rate 0.37% among 260,000;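 active = mean E-selectin-positive cell signal at least 10% of the positive control, reached in at least 60% of replicates, without over 20% cell loss; inconclusive = no rule given, readout overlaps actives, possibly toxicity-flagged; inactive = the rest, including those meeting only one limit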;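 also: in these data hits start at about 27%; measured in HUVEC primary endothelial cells; signal is the percent of cells scored E-selectin positive by PE staining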
Target sequence (P16581 whole entry, looked up): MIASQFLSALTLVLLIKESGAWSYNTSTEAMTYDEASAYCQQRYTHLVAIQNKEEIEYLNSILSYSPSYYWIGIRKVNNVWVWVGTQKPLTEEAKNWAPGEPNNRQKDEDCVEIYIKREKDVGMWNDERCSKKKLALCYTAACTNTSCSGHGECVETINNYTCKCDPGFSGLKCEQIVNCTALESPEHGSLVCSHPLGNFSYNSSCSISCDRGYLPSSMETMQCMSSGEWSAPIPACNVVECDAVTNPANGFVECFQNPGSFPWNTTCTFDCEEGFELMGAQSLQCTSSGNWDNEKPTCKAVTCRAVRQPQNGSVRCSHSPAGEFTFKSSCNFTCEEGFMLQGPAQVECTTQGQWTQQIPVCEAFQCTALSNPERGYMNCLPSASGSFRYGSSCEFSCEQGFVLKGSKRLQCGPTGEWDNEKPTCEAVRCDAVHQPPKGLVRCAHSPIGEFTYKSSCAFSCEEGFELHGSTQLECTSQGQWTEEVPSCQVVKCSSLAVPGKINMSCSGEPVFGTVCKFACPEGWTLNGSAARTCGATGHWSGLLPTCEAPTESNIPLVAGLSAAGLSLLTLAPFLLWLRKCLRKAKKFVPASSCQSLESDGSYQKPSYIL
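Read-out basis: % PE-positive cells; Test system: HUVEC primary endothelial cells; Technique: immunofluorescence imaging; Dosing: single-point compound dose.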
PGC1a acetyl inh: inhibitors of PGC1a acetylation signal, primary screen, cell-based, U2OS, AlphaScreen, inhibitor mode; AlphaScreen anti-acetyl-lysine; with virally co-expressed GCN5 acetyltransferase; inhibition, % at 15.6 µM; AID 651687, 2012; hit rate 0.17% among 350,000;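 active = every replicate shows inhibition of at least 40%; inconclusive = mean inhibition at least 40% but some replicate below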;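 also: 0% = neutral control wells and 100% = positive control wells; some results beyond the cut were filed as inactive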
RAD54 branch: inhibitors of human RAD54 branch migration, primary screen, biochemical, fluorescence, single point; DNA repair and recombination protein RAD54-like (Homo sapiens), Q92698; RAD54 Holliday junction branch migration, FAM/BHQ fluorescence; inhibition, % at 10.4 µM; hit rate 0.14% among 360,000;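 active = mean normalized replicate activity at least 40 and at least half of replicates scoring 40 or more; inconclusive = only one of the two criteria met; inactive = mean below 40 and under half of replicates reaching 40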;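 also: 0% = median of neutral control wells and 100% = median of positive control wells; inhibitors cause a drop in the FAM fluorescence signal; in these data hits start at about 50%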
Cneo AK release: Cryptococcus neoformans cell lysis inducers, primary screen, AK release luminescence, single concentration | C. neoformans lysis, adenylate kinase release luminescence, 4 h; normalised: neutral wells 0, clomiphene wells 100 | lysis activity, % at 15 µM | hit rate 0.2% among 360,000 | AID 651654, 2012;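 active = mean lysis activity across replicates of at least 80%, whatever share of replicates individually reach that level; inactive = mean lysis activity below 80%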
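Schedule: static 4 h at 37 °C with compound, 1 h detection; system: C. neoformans cells; benchmarks: Clomiphene as positive control; buffer or medium: fresh YPD medium; measure: luminescence rise reflecting yeast cell lysis; measured by: luminescent adenylate kinase detection reagent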
miR122 inh: miR-122 Renilla sensor signal increase in Huh7, primary screen, miR-122 inhibitor project, cell-based, single point, plate reader | Huh7 miR-122 Renilla luciferase sensor, 48 h; neutral wells = 0, positive control = 100 | activation (reporter increase), % at 12.5 µM | hit rate 0.3% among 340,000 | AID 602342, 2012;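 active = mean replicate activation score at least 90 and every replicate individually at or above 90; inconclusive = only one of the two criteria met; inactive = neither criterion met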;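 also: higher luciferase means less miR-122 activity so hits act as miR-122 inhibitors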
PglD DTNB: C. jejuni PglD acetyltransferase inhibitors, primary screen, biochemical, DTNB colorimetric, single point; UDP-N-acetylbacillosamine N-acetyltransferase PglD (Campylobacter jejuni); purified PglD enzyme, DTNB colorimetric CoA detection; inhibition, % at 12.5 µM; hit rate 0.098% among 360,000; in the data active = inhibition above about 16%, passing the limit was not always enough; inconclusive = no clear call, values can overlap the other calls; also: strong numbers were not always called active
ERAP1 inh: human ERAP1 aminopeptidase inhibitors, primary screen, biochemical, single point, plate reader. Endoplasmic reticulum aminopeptidase 1 (Homo sapiens), Q9NZ08. recombinant ERAP1, Leu-AMC fluorescence, 60 min. inhibition, % at 10.7 µM. hit rate 0.15% among 340,000;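 active = mean replicate inhibition of at least 30%, or all replicates individually reaching that 30% level; inactive = mean below 30% and not every replicate reaching it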;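 also: 0% = neutral control wells and 100% = L-leucinethiol positive control wells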
RAD52 anneal inh: RAD52 DNA annealing inhibitors, primary screen, biochemical, FRET, single point, set 2; DNA repair protein RAD52 homolog (Homo sapiens), P43351; recombinant RAD52 DNA annealing, FRET fluorescence; hit rate 0.46% among 360,000; inhibition, % at 18.7 µM;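 active = every replicate showing at least 50% inhibition; inconclusive = mean inhibition at least 50% but not in every replicate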
Target sequence (P43351 whole entry, looked up): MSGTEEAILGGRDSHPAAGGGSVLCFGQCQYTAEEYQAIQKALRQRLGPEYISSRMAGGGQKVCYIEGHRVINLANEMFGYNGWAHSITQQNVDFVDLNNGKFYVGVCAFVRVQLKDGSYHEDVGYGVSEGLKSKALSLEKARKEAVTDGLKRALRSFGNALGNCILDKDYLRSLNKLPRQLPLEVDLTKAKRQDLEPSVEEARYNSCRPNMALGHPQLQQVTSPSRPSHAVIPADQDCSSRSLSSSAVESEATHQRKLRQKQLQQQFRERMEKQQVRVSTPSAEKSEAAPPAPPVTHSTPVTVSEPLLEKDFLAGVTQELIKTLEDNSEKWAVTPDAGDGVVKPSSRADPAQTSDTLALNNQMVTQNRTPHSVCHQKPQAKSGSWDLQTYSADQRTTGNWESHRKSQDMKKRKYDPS
Active calls of the source: *; ? = inconclusive; . = not tested or not shown; [ ] = remark or other dose. An unsorted share of the library, and some 1.4% of all compounds hit somewhere here.

no.	Structure	E-selectin induc	PGC1a acetyl inh	RAD54 branch	Cneo AK release
1	S=C(Nc1ccccc1Cl)N(CCCN1CCOCC1)Cc1ccco1	-0.1	6	-9	2
2	CC(=O)N/N=C(\C)c1ccc2c(c1)OCCO2	0.1	8	.	.
3	CC(C)NC(=O)N(C)C[C@H]1Oc2c(NC(=O)C3CC3)cccc2C(=O)N([C@H](C)CO)C[C@H]1C	-3.9	3	6	2
4	CC1CCC2(CC1)NC(=O)N(CC(=O)NC1(C#N)CCCCC1)C2=O (stereo not drawn)	0.0	10	.	.
5	CCN(C(=O)Cc1ccccc1OC)c1nnc(-c2ccncc2)s1	.	0	6	1
6	C[C@H]1CN([C@@H](C)CO)C(=O)c2cc(-c3cccnc3)cnc2O[C@H]1CN(C)C(=O)C1CCOCC1	?	12	-10	2
7	O=C(NCc1ccc(F)cc1)C1CCC(CNS(=O)(=O)c2cccs2)CC1 (stereo not drawn)	0.1	3	-3	3
8	Clc1ccc2c(c1)C1CC2CCN1Cc1ccccc1 (stereo not drawn)	9.4	5	-6	1
9	COCC(C)NC(=O)c1ccc2nc(-c3ccccc3)c(-c3ccccc3)nc2c1 (stereo not drawn)	1.0	8	12	-3
10	N#Cc1ccc(C(=O)Nc2cccc3ccccc23)c(F)c1	0.3	.	-4	-1
11	CCC(C)N1C(=O)N(c2cccc(Cl)c2)C(C)(O)CC1(C)C (stereo not drawn)	-0.4	-2	1	-2
12	COc1ccc(NC2CCCN(C(=O)C3=NNC(=O)CC3)C2)cc1 (stereo not drawn)	0.2	-3	0	14
13	CO[C@H]1CN(C)C(=O)c2cc(NC(C)=O)ccc2OC[C@H](C)N(CCc2ccccc2)C[C@@H]1C	-0.2	7	-1	0
14	O=C(NC(NC(=O)c1c(F)cccc1F)c1ccc([N+](=O)[O-])cc1)c1c(F)cccc1F	.	2	-13	11
15	CC(C)Oc1ccc(/C=N/NC(=O)c2nnn(-c3nonc3N)c2CN(C)c2ccccc2)cc1	.	-4	4	1

no.	miR122 inh	PglD DTNB	ERAP1 inh	RAD52 anneal inh
1	-5	-6	.	.
2	.	.	5	-8
3	-2[16.7 µM]	6	-2	-5
4	-2	.	-1	-5
5	-9	0	.	.
6	-2[16.7 µM]	1	-1	10
7	-1	2	-8	-3
8	4	-2	.	-4
9	2	-3	-4	-5
10	8	5	2	-15
11	-2	4	-2	-7
12	0	3	0	-1
13	2[16.7 µM]	-1	-3	-1
14	3	-6	2	-5
15	-2	-3	0	-41

(listing goes on)
no.	Structure	E-selectin induc	PGC1a acetyl inh	RAD54 branch	Cneo AK release
16	O=C(c1cccc(F)c1)N1CC[C@H]2[C@H](CO)Nc3ccc(C#Cc4ccccc4)cc3[C@H]21	0.2	-5	.	.
17	Cc1c(C(=O)NCCN2CCCC(O)C2)oc2c(F)cccc12 (stereo not drawn)	-0.2	.	5	0
18	CCC1(CC)C(=O)Nc2ccccc21	.	-5	6	-2
19	Cc1occc1C(=O)Nc1cccc(S(=O)(=O)N2CCOCC2)c1	1.0	.	-6	-8
20	CCN(CC)S(=O)(=O)c1ccc(NC(=O)c2ccc(CN3CCOCC3)cc2)cc1	.	7	15	0
21	Cc1ccc(S(=O)(=O)N(C)C[C@@H]2OCCCC[C@H](C)Oc3ccc(NC(=O)Nc4ccc5c(c4)OCO5)cc3C(=O)N([C@H](C)CO)C[C@H]2C)cc1	.	-12	10	-2
22	CCN(CC(=O)Nc1ccc(OC)cc1)C(=O)CN1C(=O)NC(C)(c2ccc3ccccc3c2)C1=O (stereo not drawn)	0.0	.	2	1
23	C[C@@H]1CN([C@H](C)CO)C(=O)c2cc(NC(=O)CCCN(C)C)ccc2O[C@H]1CN(C)Cc1ccc(C(=O)O)cc1	-3.1	1	-8	-1
24	COc1ccc(C(C)C)cc1S(=O)(=O)Nc1ccccn1	.	6	-18	-2
25	C#CCN(C[C@@H]1[C@@H](OC(=O)NC2CC2)[C@@H](OC(=O)NC2CC2)Cn2c(=O)n(CCCCCC)c(=O)n21)S(=O)(=O)c1ccc(C)cc1	-0.3	-7	-13	1
26	Cc1ccc(C)n1-c1cc(S(=O)(=O)N2CCOCC2)ccc1N1CCCC1	.	-3	-7	1
27	CCOC(=O)NNC(=O)c1ccc(Cl)cc1	.	-11	6	-1
28	COc1cc(CN(C)c2ccc(S(=O)(=O)N3CCCC3)cn2)ccc1OC(F)F	3.1	.	-6	-5
29	CCCSc1nc(N)nc2c1ncn2C1OC(CO)C(O)C1O (stereo not drawn)	0.0	-6	-2	-2
30	O=C(Nc1sc2c(c1C(=O)O)CCCC2)c1ccc(F)cc1	.	-5	-2	-3

no.	miR122 inh	PglD DTNB	ERAP1 inh	RAD52 anneal inh
16	.	.	-4	15
17	.	0	0	3
18	-5	0	-2	-2
19	.	2	0	-9
20	-14	5	.	.
21	-8[16.7 µM]	-60	-4	1
22	.	-3	1	-13
23	-1[16.7 µM]	-2	0	-3
24	23	-1	-4	8
25	-6	2	2	-9
26	-3	-1	.	.
27	-6	-5	.	.
28	-7	3	1	-2
29	-4	-4	-3	-13
30	-1	1	3	-4

At a glance, 8 of the compounds above.
no.	Structure	E-selectin induc	PGC1a acetyl inh	RAD54 branch	Cneo AK release
23	C[C@@H]1CN([C@H](C)CO)C(=O)c2cc(NC(=O)CCCN(C)C)ccc2O[C@H]1CN(C)Cc1ccc(C(=O)O)cc1	-3.1	1	-8	-1
24	COc1ccc(C(C)C)cc1S(=O)(=O)Nc1ccccn1	.	6	-18	-2
25	C#CCN(C[C@@H]1[C@@H](OC(=O)NC2CC2)[C@@H](OC(=O)NC2CC2)Cn2c(=O)n(CCCCCC)c(=O)n21)S(=O)(=O)c1ccc(C)cc1	-0.3	-7	-13	1
26	Cc1ccc(C)n1-c1cc(S(=O)(=O)N2CCOCC2)ccc1N1CCCC1	.	-3	-7	1
27	CCOC(=O)NNC(=O)c1ccc(Cl)cc1	.	-11	6	-1
28	COc1cc(CN(C)c2ccc(S(=O)(=O)N3CCCC3)cn2)ccc1OC(F)F	3.1	.	-6	-5
29	CCCSc1nc(N)nc2c1ncn2C1OC(CO)C(O)C1O (stereo not drawn)	0.0	-6	-2	-2
30	O=C(Nc1sc2c(c1C(=O)O)CCCC2)c1ccc(F)cc1	.	-5	-2	-3

no.	miR122 inh	PglD DTNB	ERAP1 inh	RAD52 anneal inh
23	-1[16.7 µM]	-2	0	-3
24	23	-1	-4	8
25	-6	2	2	-9
26	-3	-1	.	.
27	-6	-5	.	.
28	-7	3	1	-2
29	-4	-4	-3	-13
30	-1	1	3	-4

Additional compounds follow:
no.	Structure	E-selectin induc	PGC1a acetyl inh	RAD54 branch	Cneo AK release
31	O=C(N/N=C/c1ccccn1)c1ccc(NC(=O)c2ccccc2Cl)cc1	.	.	-1	-2
32	Cc1cc(=O)oc(C)c1C(=O)N1CCc2c([nH]c3ccccc23)C1C(C)C (stereo not drawn)	0.0	-4	1	0
33	O=C(Cn1cc2c(n1)CCCC2)N1CCCC1	.	.	-7	0
34	CCOc1ccc(N(C(C)C(=O)N/N=C(\C)c2cccc(NC(=O)c3ccccc3)c2)S(C)(=O)=O)cc1 (stereo not drawn)	.	-31	-3	3
35	O=C1COc2ccc(C(=O)COC(=O)Cc3ccc(F)cc3)cc2N1	-0.2	8	-5	-5
36	N#C[C@@H]1[C@@H](c2ccc(-c3ccncc3)cc2)[C@@H](CO)N1C(=O)C1CCCCC1	-0.1	-3	-5	1
37	Cc1ccc(OCC(=O)Nc2ccc3c(c2)OCO3)cc1C	.	-1	.	.
38	COc1ccccc1NC(=O)N(C)C[C@@H]1Oc2ncc(C#CCC(C)C)cc2C(=O)N([C@H](C)CO)C[C@H]1C	0.1	4	0	-1
39	CO[C@H]1CN(C)C(=O)c2cc(NC(=O)NC3CCCCC3)ccc2OC[C@H](C)N(CC2CCOCC2)C[C@@H]1C	-0.2	-1	0	-3
40	CC(NC(=O)c1ccc(Cl)s1)C1CCCO1 (stereo not drawn)	.	-4	7	12
41	CCOC(=O)C1CCCN(C(=O)c2ccc3nc(-c4ccc(OC)c(OC)c4)c(-c4ccc(OC)c(OC)c4)nc3c2)C1 (stereo not drawn)	.	-13	-13	-3
42	Nc1ncnc2c1ncn2[C@@H]1O[C@H](C(=O)NCc2ccc(OC(F)(F)F)cc2)[C@@H](O)[C@H]1O	0.3	-11	-1	-2
43	O=C(O)c1cc(N/N=C/c2ccc(N3CCOCC3)cc2)ccc1Cl	0.2	1	-3	11
44	COc1ccc(C(=O)NCC(=O)OCC(=O)NC(=O)c2ccc(C(C)(C)C)cc2)cc1OC	.	3	1	-3
45	Cc1c(C(=O)c2ccccc2)oc2ccc3ccccc3c12	.	-4	5	-1

no.	miR122 inh	PglD DTNB	ERAP1 inh	RAD52 anneal inh
31	.	-2	-2	-38
32	-5	1	1	-16
33	.	-2	-3	-2
34	-6	-5	.	.
35	-1	3	0	-7
36	.	-1	0	-9
37	-4	.	-3	-9
38	5[16.7 µM]	-3	2	5
39	.	2	-1	9
40	1	3	.	.
41	-10	-4	34*	-35
42	-3	-3	-5	-8
43	-3	1	4	-18
44	-4	-2	-2	-1
45	-6	-7	4	-28

Following part:
no.	Structure	E-selectin induc	PGC1a acetyl inh	RAD54 branch	Cneo AK release
46	CC(NC(=O)CCSc1nc(-c2ccco2)cc(C(F)(F)F)n1)c1ccccc1 (stereo not drawn)	.	6	-1	-3
47	CCOC(=O)c1csc(NC(=O)C(C)(C)C)n1	3.3	2	-7	-6
48	CCOC(=O)c1csc(NC(=O)c2ccc(S(=O)(=O)N3CCCC3)cc2)n1	.	10	16	0
49	Clc1cnc(N/N=C/c2ccncc2)c(Cl)c1	2.0	.	2	-1
50	Cc1ccc(Nc2nc3nonc3[nH]c2=O)cc1Cl	.	-13	3	-1
51	C[C@H]1CCCCO[C@@H](CN(C)C(=O)c2ccccc2)[C@@H](C)CN([C@@H](C)CO)C(=O)c2cc(NC(=O)Cc3ccccc3)ccc2O1	0.0	5	0	-1
52	COc1ccccc1NCC(=O)NN=C1CCS(=O)(=O)c2ccc(F)cc21	.	15	-3	4
53	N#CCCN1CCCN(CCC#N)CCN(CCC#N)CCCN(CCC#N)CC1	0.2	4	-2	-3
54	O=C(COC(=O)CCNS(=O)(=O)c1ccccc1F)Nc1nnc(-c2ccccc2)o1	-2.2	-9	-3	-2

no.	miR122 inh	PglD DTNB	ERAP1 inh	RAD52 anneal inh
46	0	0	.	.
47	6	1	3	-3
48	.	1	-2	1
49	-7	-2	-1	-20
50	-9	13	2	-14
51	4[16.7 µM]	-1	-1	4
52	-2	-9	-2	-21
53	.	-14	1	-8
54	-4	-5	-1	-17
